Screens (PubChem)
AMA1-RON2 inh: qHTS for Inhibitors of AMA1-RON; Towards Development of Antimalarial Drug Lead: Primary Screen; Plasmodium falciparum AMA1 (3D7) - RON2 peptide interaction; AlphaScreen AMA1-biotinylated RON2 peptide binding; Potency, µM (doses to about 58.2 µM), for inactives: top-dose activity change, negative = inhibition, actives largely listed as inhibitors; hit rate 0.2% among 360,000;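 further: potency means the concentration at half of the fitted maximal effect; 0% = vehicle wells and -100% = peptide control; nearly all actives have a fitted effect of over 45% in size; some results filed as inactive show a strong effect at the top dose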
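AMA1 (3D7) with his tag at 25 nM final met compounds first, then biotinylated RON2 peptide at 25 nM; detection used donor plus acceptor beads, 10 µg/mL apiece, read by AlphaScreen after 30 min at room temperature.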
HCMV antiviral: qHTS Assay for inhibitors of the human cytomegalovirus (HCMV); HFF cells, HCMV-luciferase reporter, 72 h; stronger effect = lower value; activity change, negative = inhibition, % at 57.5 µM; hit rate 4.5% among 410,000; in the data active means activity change below about -60%; inconclusive means no clear call, values can overlap the other calls; inactive means above about -39%; further: on the % scale 0 is the no-effect control and ±100 the full control effect
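Steps: HFFs plated, 16 h 37C; compounds added; HCMV-luciferase added to MOI 1 PFU/cell; 72 h 37C; OneGlo reagent, 5 min room temperature; luminescence read, normalized to controls.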
AmpC detergent: qHTS Inhibitors of AmpC Beta-Lactamase (assay with detergent) | AID 485294, 2010 | AmpC hydrolysis of nitrocefin, absorbance 480 nm, 0.01% Triton | Potency, µM (highest dose often 114 µM), for inactives: top-dose activity change, negative = inhibition, usual class: inhibitors | hit rate 0.041% among 370,000;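 further: potency means the concentration at half of the fitted maximal effect; 0% = no-compound wells and -100% = no-enzyme wells; nearly all actives have a fitted effect of over 25% in size; some results filed as inactive show a strong effect at the top dose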
Target sequence (P00811 whole entry, looked up): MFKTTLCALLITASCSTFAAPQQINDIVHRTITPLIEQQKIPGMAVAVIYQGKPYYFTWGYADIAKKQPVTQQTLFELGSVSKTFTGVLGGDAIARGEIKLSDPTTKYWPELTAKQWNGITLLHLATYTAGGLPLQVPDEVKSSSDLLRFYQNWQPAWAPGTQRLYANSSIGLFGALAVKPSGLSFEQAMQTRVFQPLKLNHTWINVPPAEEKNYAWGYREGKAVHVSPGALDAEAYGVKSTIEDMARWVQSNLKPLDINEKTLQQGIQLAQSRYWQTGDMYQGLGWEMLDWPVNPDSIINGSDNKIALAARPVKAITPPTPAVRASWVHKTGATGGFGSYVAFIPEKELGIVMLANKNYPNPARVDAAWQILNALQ
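20 mM phosphate pH 7.0 + 0.01% (detergent screen) or 0.0001% Triton X-100; 5.3 nM AmpC reagent; cpd preinc 15 min RT; nitrocefin (800 uM stock) to start; A480 q20 s × 4 min; Activity was normalised to no-enzyme and no-compound control wells.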
Cycloheximide cs: Cycloheximide Counterscreen for Small Molecule Inhibitors of Shiga Toxin; cell reporter, cycloheximide protein synthesis inhibition counterscreen; max response, %; hit rate 12% among 300,000; in the data active means max response mostly above about 13%, no sharp cut-off; inactive means mostly below about 14%; further: read at 38.3 µM for the half of the compounds with a filed dose; 0% is about no effect
FBPA Giardia inh: qHTS Assay for Inhibitors of Fructose-1,6-bisphosphate Aldolase from Giardia Lamblia; A8B2U2; Potency, µM (top dose mostly 59.6 µM), inactives show at the highest dose activity, negative = inhibition, actives largely listed as inhibitors; purified Giardia FBPA; hit rate 0.71% among 290,000; AID 2451, 2010; further: potency means the concentration at half of the fitted maximal effect; on the % scale 0 is the no-effect control and ±100 the full control effect; nearly all actives have a fitted effect of over 55% in size
Target sequence (A8B2U2 whole entry, looked up): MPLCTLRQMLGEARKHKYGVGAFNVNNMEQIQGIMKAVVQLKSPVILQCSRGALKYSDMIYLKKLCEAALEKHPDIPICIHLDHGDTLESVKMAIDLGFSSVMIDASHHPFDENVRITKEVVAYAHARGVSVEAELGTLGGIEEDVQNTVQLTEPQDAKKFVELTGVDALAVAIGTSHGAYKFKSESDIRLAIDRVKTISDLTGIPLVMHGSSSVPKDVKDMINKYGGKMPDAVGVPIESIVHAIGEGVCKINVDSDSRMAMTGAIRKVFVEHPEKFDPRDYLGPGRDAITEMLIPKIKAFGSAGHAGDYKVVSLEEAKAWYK
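Giardia FBPA (40 nM reagent) was preincubated 10 min at RT with compound (up to 57.5 uM final), then substrate plus GAPDH/TPI/NAD/arsenate coupling system with diaphorase/resazurin was added; resorufin fluorescence (525/598 nm) was read after 20 min.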
AmpC no deterg: qHTS Inhibitors of AmpC Beta-Lactamase (assay without detergent); P00811; AmpC nitrocefin hydrolysis, absorbance 480 nm, 0.0001% Triton; Potency, µM (doses to about 57.1 µM), for the others: at the top dose activity change, negative = inhibition, hits mostly inhibitors; hit rate 0.52% among 330,000; AID 485341, 2010;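 further: potency means the concentration at half of the fitted maximal effect; plate controls were no compound for no effect and no enzyme for full effect; nearly all actives have a fitted effect of over 20% in size; some results filed as inactive show a strong effect at the top dose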
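20 mM phosphate pH 7.0 + 0.01% (detergent screen) or 0.0001% Triton X-100; 5.3 nM AmpC reagent; cpd preinc 15 min RT; nitrocefin (800 uM stock) to start; A480 q20 s × 4 min; Activity was normalised to no-enzyme and no-compound control wells.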
Shiga toxin inh: A qHTS for Small Molecule Inhibitors of Shiga Toxin; Vero cells, Shiga toxin protein synthesis inhibition reporter; inhibition, % at 38.7 µM; hit rate 9.2% among 290,000; AID 2315, 2010; in the data active means inhibition mostly above about 28%, no sharp cut-off; inactive means mostly below about 43%; further: 0% is about no effect
Numbers without * were called inactive; ? = inconclusive; . = not tested or not shown; [ ] = dose if it differs, or a comment. Unless noted, the call rests on the fitted dose curve; in most records, active means well fitted curve in the direction sought with a large enough effect; inconclusive means small, poorly fitted or top-dose-only effect, or another doubt; inactive means no such curve, though single readings can be large; an effect the other way counts as inactive or inconclusive.

No.	SMILES	AMA1-RON2 inh	HCMV antiviral	AmpC detergent	Cycloheximide cs	FBPA Giardia inh	AmpC no deterg	Shiga toxin inh
1	COc1ccc(/C(O)=C2/C(=O)C(=O)N(CCCN3CCOCC3)C2c2ccc(C(C)C)cc2)cc1 (stereo unspecified)	0%	-34	-8%	-1	10%	128%	30
2	CCN(CCn1cccn1)C(=O)CCc1nnc(C2CCCCC2)o1	-1%	23	3%	12*	-1%	9%	38*
3	CC(Sc1nc2ccccc2[nH]1)C(=O)Nc1ccc2c(c1)OCCO2 (stereo unspecified)	12%	4	3%	8	-10%	-33%	12
4	CCc1cccc(NC(=O)C2CCN(c3ncnc4sc(C)c(C)c34)CC2)c1	-5%	-39	.	.	.	-14%	.
5	CCC(=O)N(CC)Cc1cc(=O)[nH]c2ccccc12	25%	33	-7%	-3	1%	-11%	-2
6	Cc1cccc(N(C(=O)CCC(=O)Nc2cccnc2)C(C(=O)NC2CCCC2)c2ccncc2)c1 (stereo unspecified)	2%	12	?	1	-8%	38%	12
7	CCN1CCN(C(c2ccc(OC)cc2)c2nnnn2Cc2ccc3c(c2)OCO3)CC1 (stereo unspecified)	-5%	-38	?	-4	-2%	-2%	27
8	O=C(Nc1ccc(N2CCOCC2)c(S(=O)(=O)Nc2cc(Cl)ccc2Cl)c1)c1cccnc1	-7%	15	2%	-3	13%	-22%	9
9	CN(c1ccccc1)S(=O)(=O)c1cccc(NC(=O)CSc2ncn[nH]2)c1	-13%[11.6 µM]	-68*	-11%	-1	-1%	-36%	-11
10	CC(=O)c1ccc(N2CCN(C(=O)c3ccc4[nH]c(C)c(C)c4c3)CC2)cc1	-17%	0	.	.	.	-14%	.
11	Cc1cc(SCC(=O)Nc2ccccc2)nc(C)n1	8%	13	?	-3	1%	-18%	-10
12	COc1ccc2c(c1)-c1nc(/N=C/c3ccc(O)cc3)sc1CC2	0%	?	-4%	11	?	-17%	8
13	COC(=O)c1c(C)oc(C)c1S(=O)(=O)NCc1ccc(OC)cc1	-4%	23	1%	14	2%	5%	2
14	Cn1c(COc2ccc(Cl)cc2)nnc1SCC(=O)NC1CCCC1	0%	-9	-5%	-6	.	26%	-5
15	Fc1ccc2[nH]c3c(Cl)ncnc3c2c1	-1%	7	-3%	-7	-10%	-23%	-3
16	Cc1ccc(S(=O)(=O)N2CCC(C(=O)NC3CC(C)(C)NC(C)(C)C3)CC2)cc1	-7%	45	1%	-2	.	2%	-6
17	CCOc1ccc(NC(=S)N(CCCN2CCCC2)Cc2cccn2Cc2ccc(Cl)cc2)cc1	0%	-24	5%	-8	-12%	71%[activator]	-16
18	CCCc1nnc(SCC(=O)O)n1/N=C/c1ccc2c(c1)OCO2	-5%	7	-2%	-3	1%	-12%	18
19	Cc1cc(-c2ccccc2)nc(N2CCC(C(=O)NC34CC5CC(CC(C5)C3)C4)CC2)n1	-2%	-15	4%	28*	3%	-14%	33
20	COc1ccccc1CNC(=O)N1CCN(c2ccccc2Cl)CC1	-15%	14	-6%	1	2%	-6%	-8
21	COCCSc1nnc(NC(=O)c2cc(OC)c(OC)cc2[N+](=O)[O-])s1	-9%	28	1%	-1	-25%	-16%	35
22	O=C(COC(=O)CCc1nc2ccccc2s1)Nc1nc(-c2ccccc2)cs1	7%	5	-8%	18*	-4%	-31%	47*
23	CCOC(=O)c1ccc(NC(=O)Nc2ccn(C)n2)cc1	13%	-37	1%	13	1%	-25%	47*
24	CC#CCN(CC#CC)S(=O)(=O)c1ccc(S(=O)(=O)N2CCOCC2)cc1	0%	21	-17%	8	2%	45%	-13
25	Cn1cc(CNC(=O)C2CCCCC2)cn1	0%	-18	-2%	-2	0%	-13%	-6
26	CCOC(=O)c1nn(-c2ccc3ccccc3c2)cc1O	17%	59	-16%	39*	-9%	-35%	108*
27	CCOc1cc(C(=O)NCC(C)CN(C)C)cc(OCC)c1OCC (stereo unspecified)	1%	30	0%	-2	-7%	.	12
28	CC(Sc1ccccc1)C(=O)N1CCN(S(=O)(=O)c2ccccc2C(F)(F)F)CC1 (stereo unspecified)	2%	.	3%	-1	.	78%[activator]	0
29	O=C(N/N=C\c1cccnc1)c1ccc(Cl)cc1Cl	53%[activator]	.	3%	31*	7%	-25%	54*
30	COC(=O)c1cn(C(=O)c2cc(OC)cc(OC)c2)c2ccccc12	-4%	-16	?	1	2%	-15%	3
31	CC(=O)Nc1ccc(Nc2ncnc(N)c2[N+](=O)[O-])cc1	18%	-2	6%	-3	8%	-12%	-8
32	Cc1cccc(CN2CCCC(C(=O)c3ccc(C(F)(F)F)cc3)C2)n1 (stereo unspecified)	?	-30	-3%	0	-3%	98%[activator]	-4
33	Cc1cccc(CCNC(=O)C2CCN(S(=O)(=O)c3c(C)nn(C)c3C)CC2)c1	1%	42	?	-5	6%	35%	-7
34	CN(C)CCC1Sc2ccccc2Oc2ccccc21 (stereo unspecified)	-4%	-14	3%	-3	-26%	15%	1
35	O=C(O)c1cnc(-c2ccccc2)nc1Sc1ccccc1	-8%	-6	5%	-3	?	-13%	-14
36	Cc1ccccc1CC(=O)NCCN1CCOCC1	0%	20	3%	-1	2%	-6%	-6
37	CCc1nnc(NC(=O)CSc2nnc(Cc3ccccc3)n2-c2ccccc2)s1	-6%	15	?	-1	7%	10%	12
38	CCN(c1nc(C)cc(OC)n1)S(=O)(=O)c1ccccc1	8%	-14	?	-2	-1%	-11%	-8
39	COC(=O)c1ccc(NC(=O)CCc2nnc3ccc(N4CCC5(CC4)OCCO5)nn23)cc1	-3%	-16	-7%	-3	-1%	83%[activator]	-7
40	COc1ccc(C(C(=O)NC2CCCC2)N(Cc2ccccc2)C(=O)c2snc(C(N)=O)c2N)cc1OC (stereo unspecified)	2%	42	-6%	-3	.	162%[activator]	-10

Sorted by molar mass (descending): 3 of the compounds above
No.	SMILES	AMA1-RON2 inh	HCMV antiviral	AmpC detergent	Cycloheximide cs	FBPA Giardia inh	AmpC no deterg	Shiga toxin inh
37	CCc1nnc(NC(=O)CSc2nnc(Cc3ccccc3)n2-c2ccccc2)s1	-6%	15	?	-1	7%	10%	12
32	Cc1cccc(CN2CCCC(C(=O)c3ccc(C(F)(F)F)cc3)C2)n1 (stereo unspecified)	?	-30	-3%	0	-3%	98%[activator]	-4
35	O=C(O)c1cnc(-c2ccccc2)nc1Sc1ccccc1	-8%	-6	5%	-3	?	-13%	-14

Later entries:
No.	SMILES	AMA1-RON2 inh	HCMV antiviral	AmpC detergent	Cycloheximide cs	FBPA Giardia inh	AmpC no deterg	Shiga toxin inh
41	Cc1ccc(C(=O)N/N=C\c2ccc(OC(=O)c3cccc(F)c3)cc2)cn1	3%	-24	-4%	-3	8%	-15%	-3
42	CCOC(=O)N1CCC(N(CCN(C)C)C(=S)Nc2ccc(Oc3ccccc3)cc2)CC1	15%	?	-3%	8	?	-22%	-11
43	CC(Sc1ccc(S(=O)(=O)N2CCOCC2)cn1)C(=O)Nc1ccc(Cl)cc1Cl (stereo unspecified)	-1%	-23	-8%	.	.	-27%	.
44	CC(C)CNC(=O)CSc1nnc(-c2cccc(S(=O)(=O)N3CCCCC3)c2)o1	8%	2	-2%	0	14%	-15%	18
45	COc1ccc(Cl)cc1-n1c(=S)sc2c(=O)[nH]c(SCC(=O)C(C)(C)C)nc21	0%	-23	-6%	-2	-1%	-29%	17
46	CCOC(=O)CC1C(=O)NC2CCCCC2N1C(=O)Nc1ccc(Cl)cc1 (stereo unspecified)	-2%	87	-4%	28*	1%	-19%	20
47	CN(C)S(=O)(=O)n1cnc([C@@H]2[C@@H]3C(=O)OC[C@@H]3C[C@]23N=CN(Cc2ccccc2)C3=O)c1	-3%	-36	2%	.	.	-5%	.
48	CCN(C(=O)COC(=O)c1cc([N+](=O)[O-])ccc1N1CCOCC1)C1CCCCC1	4%	4	-1%	.	.	112%[activator]	.
49	Cc1cccc(CCNC(=O)COc2cc(=O)n(C)c3ccccc23)c1	0%	10	?	-7	-6%	30%	2
50	Cc1sc2ncnc(-n3cnc4ccccc43)c2c1C	0%	-27	?	-5	12%	-4%	-4
51	CCCOC(=O)c1ccc(Oc2c(-c3ccc(OC)cc3O)n[nH]c2C)cc1	105%[activator]	31	9%	-4	-1%	-39%	-16
52	N#Cc1c(NC(=O)C2CC(Cl)=CCC2C(=O)O)sc2c1CCCCC2 (stereo unspecified)	-2%	-11	1%	-2	25%	-38%	18
53	CC1(C)CC(=O)c2c(n(-c3cccc4ccccc34)ccc2=O)C1	-3%	57	1%	-2	7%	-1%	2
54	CC(NC(=O)C1CCC(CNS(=O)(=O)c2ccc3c(c2)C(C)(C)C(=O)N3C)CC1)c1ccccc1 (stereo unspecified)	0%	34	-9%	-2	6%	58%[activator]	8
55	Cc1ccccc1CNC(=O)C(=O)NCC1OCCCN1S(=O)(=O)c1ccc(F)cc1C (stereo unspecified)	7%	-2	3%	-2	.	23%	-10
56	O=S(=O)(c1ccc(NC(=S)NN=C(C2CC2)C2CC2)cc1)N1CCOCC1	96%[activator]	0	2%	1	7.1µM*	-47%	15
57	COc1ccc2[nH]c3c(c2c1)CCN1C(=O)N([C@@H](C)C(=O)NC2CCCCC2C)C(=O)[C@]31C (stereo partly specified)	-2%	27	?	-1	1%	126%[activator]	4
58	CCCCCC/C=N/Nc1nnc(Cc2ccccc2)c(=O)[nH]1	-11%	-7	-14%	-4	-5%	?	18
59	O=C1CC(Cc2ccccc2)C(=O)N1c1ccc(Cl)cn1 (stereo unspecified)	-20%	10	-16%	-1	7%	-19%	21
60	COc1cc(OC)cc(C(=O)NNC(=O)c2ccccc2Br)c1	77%[activator]	-16	1%	-2	3%	-24%	-7
61	O=C(NCc1cccnc1)C1CC(c2ccccc2O)=NO1 (stereo unspecified)	35%[activator]	-35	-1%	-4	5%	-17%	-7
62	Cc1ccc(S(=O)(=O)NNC(=O)c2ccc(NC(=O)C3CC3)cc2)cc1	-16%	1	-2%	-2	.	-24%	-3
63	COc1ccc(CCNc2ccc(N3C(=O)CC(C)C3=O)cc2[N+](=O)[O-])cc1 (stereo unspecified)	?	8	1%	16	5%	46%	2
64	COc1cc2c(cc1OC)CN(C(=O)c1oc3ccccc3c1C)CC2	-22%	-34	-5%	-4	-4%	78%[activator]	-16
65	CCCCCCOc1ccc(N2C(=O)CC(N(CCc3ccc(S(N)(=O)=O)cc3)C(C)=O)C2=O)cc1 (stereo unspecified)	-5%	-37	3%	3	6%	155%[activator]	-7
66	CC1CCc2nn(CC(=O)NCCCN3CCOCC3)cc2C1 (stereo unspecified)	-6%	39	?	-3	-1%	?	12
67	COc1ccccc1C(CNC(=O)c1cccc(S(=O)(=O)NCc2ccccc2)c1)N(C)C (stereo unspecified)	41%[activator]	-2	-3%	.	.	-6%	.
